GluA2 TARP mod = modulators of AMPA receptor GluA2-stargazin complexes; HEK293 GluA2+stargazin, membrane potential dye (FDSS), glutamate EC50; hits were called plate by plate, in both directions; calls only at 30 µM; hit rate 3.5% among 40,000;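 active means any of four per-well response measures lying three or more SD from its plate-wide compound average, in either direction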
Target sequence (O88602 whole entry, looked up): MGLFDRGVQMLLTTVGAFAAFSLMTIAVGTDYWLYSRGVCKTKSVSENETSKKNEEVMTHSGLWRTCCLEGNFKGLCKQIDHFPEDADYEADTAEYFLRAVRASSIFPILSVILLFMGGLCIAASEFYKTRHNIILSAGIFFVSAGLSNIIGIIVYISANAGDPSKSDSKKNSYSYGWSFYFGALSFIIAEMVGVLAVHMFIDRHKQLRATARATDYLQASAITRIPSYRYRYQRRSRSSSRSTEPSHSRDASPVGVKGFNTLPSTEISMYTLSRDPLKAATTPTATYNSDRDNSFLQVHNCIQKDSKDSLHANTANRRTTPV
Target sequence (P19491 whole entry, looked up): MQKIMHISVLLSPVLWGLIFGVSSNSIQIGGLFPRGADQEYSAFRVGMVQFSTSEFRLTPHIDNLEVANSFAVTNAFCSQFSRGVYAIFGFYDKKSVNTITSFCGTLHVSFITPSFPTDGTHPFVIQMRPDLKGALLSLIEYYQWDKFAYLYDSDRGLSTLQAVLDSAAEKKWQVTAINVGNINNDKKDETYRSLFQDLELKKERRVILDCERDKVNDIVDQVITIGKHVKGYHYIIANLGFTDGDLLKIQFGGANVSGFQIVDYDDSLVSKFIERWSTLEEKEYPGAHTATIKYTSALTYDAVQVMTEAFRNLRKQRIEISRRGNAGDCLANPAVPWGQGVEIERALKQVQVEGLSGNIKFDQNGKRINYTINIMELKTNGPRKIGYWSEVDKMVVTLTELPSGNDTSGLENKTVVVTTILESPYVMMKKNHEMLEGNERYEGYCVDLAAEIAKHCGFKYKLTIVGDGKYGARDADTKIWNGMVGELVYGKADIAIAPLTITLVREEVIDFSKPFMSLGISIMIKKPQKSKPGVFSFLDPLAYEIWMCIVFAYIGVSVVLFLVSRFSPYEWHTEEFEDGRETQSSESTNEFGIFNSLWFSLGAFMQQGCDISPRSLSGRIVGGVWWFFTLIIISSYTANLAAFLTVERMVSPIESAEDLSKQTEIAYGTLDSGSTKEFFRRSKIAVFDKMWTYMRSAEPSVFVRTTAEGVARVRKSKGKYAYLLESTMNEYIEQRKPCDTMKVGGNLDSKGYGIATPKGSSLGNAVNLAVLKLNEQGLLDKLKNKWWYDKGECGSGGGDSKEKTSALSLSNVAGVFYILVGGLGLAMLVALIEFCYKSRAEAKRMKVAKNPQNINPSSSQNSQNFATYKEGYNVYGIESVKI
GluA2 TARP mod agonism max-min = also measured in GluA2 TARP mod; calls as there; compound max-min signal; compound-alone response (agonism);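 unitless range of fluorescence divided by baseline over first 100 seconds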
GluA2 TARP mod glutamate slope = recorded beside GluA2 TARP mod, whose call it bears; glutamate slope, % of max; measured here: glutamate response slope, % max;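 scaled per plate between vehicle wells and maximal 1 mM glutamate control wells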
Numbers without * were called inactive; i = inactive; + = active, no number.

SMILES,GluA2 TARP mod,GluA2 TARP mod agonism max-min,GluA2 TARP mod glutamate slope
COc1ccccc1-n1c(C)c(C)n2c3c(=O)n(CCN4CCOCC4)c(=O)n(C)c3nc12,i,0.0833,44.3
Cc1n[nH]c(C)c1S(=O)(=O)Nc1ccc2c(c1)C(=O)N(C)CCO2,i,0.0951,49.7
Cc1cc(NC(=O)C2CCCN(c3ccc(-n4cccn4)nn3)C2)on1 (stereo not given),i,0.0964,63.5
COC(CNC(=O)C(=O)Nc1ccc(N2CCCCS2(=O)=O)cc1)OC,i,0.11,70.4
COc1ccc(NC(=O)CCc2sc(C)nc2-c2cccs2)cc1Cl,i,0.117,51.6
N#Cc1ccccc1Cn1c(=O)n(CCCC(=O)NCc2ccc3c(c2)OCO3)c(=O)c2ccccc21,i,0.0648,47.4
CCOCCn1c(=O)c2c(nc3n(-c4ccccc4C)c(-c4ccccc4)cn23)n(C)c1=O,i,0.0523,61.6
Cc1c(C(=O)NCC(c2ccc(F)cc2)N(C)C)cccc1[N+](=O)[O-] (stereo not given),i,0.055,45.4
CCOCCn1c(=O)c2c(nc3n(-c4cccc(C)c4)c(C)c(C)n23)n(C)c1=O,i,0.0942,64.5
CCOC(=O)COc1ccc2c(c1)O/C(=C\c1cc(OC)c(OC)c(OC)c1)C2=O,i,0.0972,57.3
COc1ccc(S(=O)(=O)N2CCCc3cc(NS(=O)(=O)c4cc(C)ccc4C)ccc32)cc1,i,0.122,72.8
O=C(c1ccccc1)N(Cc1ccccn1)Cc1ccco1,i,0.118,47.0
Cc1ccc(Cl)cc1-n1ncc2c1ncn1c(-c3cccs3)nnc21,i,0.133,61.1
NC(=O)c1ccccc1NC(=O)/C=C/c1c(Cl)cccc1Cl,i,0.0972,83.7
COc1ccc(S(=O)(=O)N2CCC(C(=O)Nc3ccc4sccc4c3)CC2)cc1,i,0.0965,55.2
Cc1ccc(C)c2sc(N(Cc3ccco3)C(=O)c3cccs3)nc12,i,0.0727,66.3
O=C(NCc1cccs1)c1nnn(-c2ccccc2)c1CSc1ncccn1,i,0.0653,58.7
NC(=O)C1CCN(C(=O)Cc2csc(NC(=O)c3ccc[nH]c3=O)n2)CC1,i,0.0564,26.9
O=C(CCC1CCCC1)N1CCC(c2nnc(-c3ccco3)o2)CC1,i,0.0971,55.4
Cc1nc(CCn2cnc3cc(C)c(C)cc32)no1,i,0.108,62.0
Cc1ccc(Cn2c(-n3nc(C)cc3C)nc3c2c(=O)n(CC(N)=O)c(=O)n3C)cc1,i,0.0413,39.6
CCOc1ccc(-c2cc(=O)n(CC(N)=O)cn2)cc1,i,0.124,53.0
OC(COCC1COc2ccccc2O1)CN1CCN(c2cccc(C(F)(F)F)c2)CC1 (stereo not given),i,0.0313,54.9
COc1ccccc1-c1cc(=O)c2cc(Cl)ccc2o1,i,0.0556,43.9
O=C(CC1C(=O)NCCN1C(=S)NC(=O)c1cccc([N+](=O)[O-])c1)OCC1CCCO1 (stereo not given),i,0.0931,53.7
O=c1[nH]c(SCc2nc(-c3ccc(F)cc3)no2)nc2ccsc12,i,0.108,58.2
COCCN1CCC(CNC(=O)C(=O)Nc2cc(C)ccc2OC)CC1,i,0.0873,59.6
COc1cn(CC(=O)Nc2cccc(C)c2C)c(CSc2nc(C)cs2)cc1=O,i,0.0314,55.3
Cc1ccc(NC(=O)Nc2c(C)n(C)n(-c3ccccc3)c2=O)cc1C,i,0.06,7.5
O=C(CCc1ccccc1)N1CCC2(CC1)NC(=O)N(CCOc1ccccc1)C2=O,i,0.0649,38.6
CCOC(=O)CN1CCN(c2nc3c(c(=O)[nH]c(=O)n3C)n2CCc2ccccc2)CC1,+,0.0765*,84.9*
CC1CCN(C(=O)CN2C(=O)NC3(CCC(C)CC3)C2=O)CC1 (stereo not given),i,0.102,58.2
Cc1ccc(C(CNS(=O)(=O)c2ccc(Cl)cc2)N2CCOCC2)cc1 (stereo not given),i,0.0957,61.3
CS(=O)(=O)N1CCCc2cc(NC(=O)CN3C(=O)c4ccccc4C3=O)ccc21,i,0.0459,37.7
COc1ccccc1CCNC(=O)C(=O)Nc1cc(C)ccc1OC,i,0.114,62.6
CCCCn1c(-n2nc(C)c(C)c2C)nc2c1c(=O)n(CC(N)=O)c(=O)n2C,i,0.0501,64.0
CC(C)NC(=O)NCC1CCN(c2ncccn2)CC1,i,0.095,64.5
CC(C)N1CCC(CNC(=O)c2ccccc2C(F)(F)F)CC1,i,0.0613,49.3
C=CCN1CC(c2nc3ccccc3n2Cc2cccc(C)c2)CC1=O (stereo not given),+,0.165*,52.3*
CCOc1ccc(-c2ccc(=O)n(CCNS(=O)(=O)c3ccc(Br)cc3)n2)cc1,i,0.0445,63.9
CCCCOc1cccc(C(=O)Nc2nnc(-c3cc(C)n(C)n3)o2)c1,i,0.114,50.1
Cc1ccc(C(CNC(=O)Cc2ccc(SC(C)C)cc2)N2CCOCC2)cc1 (stereo not given),i,0.102,61.9
O=C(Cc1ccc(NC(=O)c2cc3ccccc3oc2=O)cc1)NCc1cccs1,i,0.0863,44.6
O=C(Nc1ccc([N+](=O)[O-])cc1)c1ccc(=O)n(Cc2ccccc2)c1,i,0.0913,55.8
O=C(NC1CCCCCC1)c1n[nH]c2ccccc12,i,0.126,56.2
O=C(CSCc1ccccc1)Nc1cc(-c2cccs2)nn1CCO,i,0.168,61.5
O=C(NCC1CCCO1)C(=O)Nc1ccc(Cl)c(N2CCCS2(=O)=O)c1 (stereo not given),i,0.082,87.4
CC1Cc2cc(-c3cc(CC(=O)NC4CC4)no3)ccc2O1 (stereo not given),i,0.0543,32.5

2 of these compounds, set out differently.
GluA2 TARP mod	GluA2 TARP mod agonism max-min	GluA2 TARP mod glutamate slope	smiles
i	0.0863	44.6	O=C(Cc1ccc(NC(=O)c2cc3ccccc3oc2=O)cc1)NCc1cccs1
i	0.0913	55.8	O=C(Nc1ccc([N+](=O)[O-])cc1)c1ccc(=O)n(Cc2ccccc2)c1

(list continues)
SMILES,GluA2 TARP mod,GluA2 TARP mod agonism max-min,GluA2 TARP mod glutamate slope
COc1ccc(C2(CCN)CCOC(C)(C)C2)cc1 (stereo not given),i,0.0796,40.6
Cc1cn2c3c(=O)n(C/C=C/c4ccccc4)c(=O)n(C)c3nc2n1C1CCCC1,i,0.0428,61.8
O=C(Cc1cc(-c2ccc(F)cc2F)on1)N1CCCc2ccccc21,i,0.0503,37.0
O=C(CSc1ccc(NC(=O)c2cccs2)nn1)Nc1ccc2c(c1)OCO2,i,0.0976,39.8
O=C1NC2(CCCCC2)N=C2C3CCCC12CN(C1CCCCC1)C3 (stereo not given),i,0.0391,48.6
CCOC(=O)CCn1c(=O)c2c(nc3n(-c4cccc(OC)c4)c(C)cn23)n(C)c1=O,i,0.117,79.7
Cc1cc(C)c(C)c(OCC(O)CN2CCN(C)CC2)c1 (stereo not given),i,0.0669,35.2
COc1cccc2cc(C(=O)NCc3n[nH]c(=O)c4ccccc34)oc12,i,0.17,50.0

Another view of 12 compounds above.
GluA2 TARP mod | GluA2 TARP mod agonism max-min | GluA2 TARP mod glutamate slope | molecule
i | 0.0913 | 55.8 | O=C(Nc1ccc([N+](=O)[O-])cc1)c1ccc(=O)n(Cc2ccccc2)c1
i | 0.126 | 56.2 | O=C(NC1CCCCCC1)c1n[nH]c2ccccc12
i | 0.168 | 61.5 | O=C(CSCc1ccccc1)Nc1cc(-c2cccs2)nn1CCO
i | 0.082 | 87.4 | O=C(NCC1CCCO1)C(=O)Nc1ccc(Cl)c(N2CCCS2(=O)=O)c1 (stereo not given)
i | 0.0543 | 32.5 | CC1Cc2cc(-c3cc(CC(=O)NC4CC4)no3)ccc2O1 (stereo not given)
i | 0.0796 | 40.6 | COc1ccc(C2(CCN)CCOC(C)(C)C2)cc1 (stereo not given)
i | 0.0428 | 61.8 | Cc1cn2c3c(=O)n(C/C=C/c4ccccc4)c(=O)n(C)c3nc2n1C1CCCC1
i | 0.0503 | 37.0 | O=C(Cc1cc(-c2ccc(F)cc2F)on1)N1CCCc2ccccc21
i | 0.0976 | 39.8 | O=C(CSc1ccc(NC(=O)c2cccs2)nn1)Nc1ccc2c(c1)OCO2
i | 0.0391 | 48.6 | O=C1NC2(CCCCC2)N=C2C3CCCC12CN(C1CCCCC1)C3 (stereo not given)
i | 0.117 | 79.7 | CCOC(=O)CCn1c(=O)c2c(nc3n(-c4cccc(OC)c4)c(C)cn23)n(C)c1=O
i | 0.0669 | 35.2 | Cc1cc(C)c(C)c(OCC(O)CN2CCN(C)CC2)c1 (stereo not given)

(listing goes on)
SMILES,GluA2 TARP mod,GluA2 TARP mod agonism max-min,GluA2 TARP mod glutamate slope
O=C(Nc1cccc(-c2cnc3n2CCC3)c1)c1cc2ccccc2oc1=O,+,0.24*,55.1*
COc1ccccc1N1CCN(CC(O)COC23CC4CC(CC(C4)C2)C3)CC1 (stereo not given),i,0.0582,48.0
COc1ccc(S(=O)(=O)CCCC(=O)Nc2nc(-c3ccc([N+](=O)[O-])cc3)cs2)cc1,i,0.0734,48.8
COc1ccc(Cl)cc1NC(=O)NC1CCCC(O)C1 (stereo not given),i,0.146,54.3
O=C(/C=C/c1cccc([N+](=O)[O-])c1)N(CCN1CCOCC1)c1nc2ccc(F)cc2s1,+,0.113*,56.0*
COc1ccc(-c2csc(-n3nc(C)cc3NC(=O)COc3ccccc3F)n2)cc1OC,i,0.0408,28.2
Cn1cccc1C(CNS(=O)(=O)c1ccc(F)c(Cl)c1)N1CCCCCC1 (stereo not given),i,0.0673,54.5
COc1cccc(-c2nnc(NC(=O)c3cc(C)no3)o2)c1,i,0.0914,37.5
O=c1nc(SCc2cccc(Cl)c2)c2c(n1CC1CCCO1)CCCC2 (stereo not given),+,0.0572*,76.9*
COc1ccc(-c2nnc3n(CCc4ccccc4)c4c(=O)n(C)c(=O)n(C)c4n23)cc1,i,0.101,46.2
COc1ccc(-c2nnc(NC(=O)c3cc4ccccc4cc3OC)o2)cc1,i,0.0977,64.8
Cc1ccc2nc(N(Cc3ccccc3)C(=O)c3ccn(C)n3)sc2c1,i,0.0742,47.7
COc1ccc(N2CCCn3c2nc2c3c(=O)n(Cc3ccc(C)cc3)c(=O)n2C)cc1,i,0.133,56.9
Cn1c(-c2ccccc2)nn(CCNC(=O)Cc2ccccc2)c1=O,i,0.157,51.5
Cc1cc(C(=O)Nc2sc3c(c2C#N)CCC(C)C3)on1 (stereo not given),i,0.0666,26.3
CCOc1ccccc1NC(=O)Cc1csc(NC(=O)C2CCC(=O)N2)n1 (stereo not given),i,0.0568,40.7
Cc1cc(-c2ccccc2)c2c(n1)sc1c(=O)n(CC(=O)Nc3ccccc3F)cnc12,i,0.118,53.1
Cc1cc(C)c(S(=O)(=O)N2CCC(n3cnc4cc(F)ccc4c3=O)CC2)cc1C,i,0.0366,53.5
Cc1cc(C)cc(OCCNC(=O)CCSc2ccccc2)c1,i,0.106,67.4
O=C(Cc1csc(Nc2ccc(OC(F)(F)F)cc2)n1)Nc1ccc2c(c1)OCO2,i,0.142,54.0
Cc1noc(C2CN(C(=O)c3ccco3)C2)n1,i,0.111,33.7
O=S(=O)(/C=C/c1ccccc1)NCC(O)(c1ccccc1)C1CC1 (stereo not given),i,0.154,50.0
O=C1CC2(CCCC2)CC(=O)N1c1ccccc1Cl,i,0.0445,21.6
CS(=O)(=O)Nc1cccc(NC(=O)COc2ccc3c(c2)C(=O)CC3)c1,i,0.162,69.8
O=c1n(Cc2ccccc2)nc2ccc(S(=O)(=O)N3CCSCC3)cn12,i,0.111,51.5
NC(=O)Cn1nnn(-c2ccc(NS(=O)(=O)Cc3ccccc3)cc2)c1=O,i,0.118,64.2
CN(C)C(CNC(=O)Cc1ccc(-c2ccccc2)cc1)c1ccco1 (stereo not given),i,0.0616,56.3
COC(=O)c1sc2ccccc2c1S(=O)(=O)Nc1cc(C)c(Cl)cc1OC,i,0.114,49.6
CCCCn1c(=O)c2c(nc3n2CC(C)CN3c2cc(OC)ccc2OC)n(C)c1=O (stereo not given),i,0.0425,40.9
COC(=O)c1sccc1S(=O)(=O)Nc1cc(Cl)c(OC)cc1OC,i,0.132,54.1
O=C(Nc1cc2ccccc2oc1=O)C1COCC(=O)N1Cc1ccccc1 (stereo not given),i,0.0788,56.0
O=C(CSC1=Nc2cccnc2Nc2ccccc21)Nc1ccc(C(F)(F)F)cc1,i,0.029,48.6
CC(=O)c1cccc(NC(=O)C2CCCN(c3ccc(-n4ccnc4)nn3)C2)c1 (stereo not given),i,0.0764,63.8
CC(=O)Nc1ccc(NC(=O)C(=O)NCCN2CCN(c3ccc(Cl)cc3)CC2)cc1,i,0.125,55.8
COc1ccc(C)c2sc(N(CCN3CCOCC3)C(=O)c3cc(Cl)sc3Cl)nc12,i,0.113,71.7
O=C(Nc1ccc(Cl)cc1)NC1CCCC(O)C1 (stereo not given),i,0.156,77.7
O=C(CCCn1nc(-c2ccc(F)cc2)ccc1=O)Nc1cc(Cl)ccc1Cl,i,0.0641,48.9
O=S(=O)(NCCC(O)c1cccs1)c1ccc(Br)s1 (stereo not given),i,0.182,37.5
COc1ccc(N(C)S(=O)(=O)c2ccsc2-c2nc(-c3ccc(C)cc3)no2)cc1OC,i,0.0958,51.8
Cc1ccc(-c2ccc(=O)n(CCNC(=O)Nc3cccc(C)c3)n2)cc1,i,0.0834,41.7
Cc1nnc(NC(=O)c2ccc(S(=O)(=O)N3CCCC3)cc2)s1,i,0.16,58.1
O=C(NCCOc1ccc2nnc(-c3ccccc3)n2n1)NC1CCCCC1,i,0.0976,58.7
N#Cc1ccc(-c2csc(NC(=O)c3ccno3)n2)cc1,i,0.146,62.1
O=C(CNc1ccco1)Nc1ncc(Cc2cccc(Cl)c2Cl)s1,i,0.0831,55.9
COc1ccc(-c2c(C)nn3c(NCc4ccccc4)cc(C)nc23)cc1OC,i,0.149,56.7

Only part of the results is shown; rates above refer to the full screens.
